ALOX15 inhib: inhibitors of human 15-lipoxygenase (ALOX15) | purified 15hLO-1, xylenol orange hydroperoxide absorbance | Potency, µM (top dose mostly 57.1 µM), for the others: at the top dose activity change, negative = inhibition, most hits filed as inhibitors | 74,000 compounds, 1.4% hits; also: potency is read from the fitted curve at half-maximal effect; % is scaled to controls: 0 for no effect and ±100 for the full control effect; nearly all actives have a fitted effect of over 55% in size
Target sequence (P16050 whole entry, looked up): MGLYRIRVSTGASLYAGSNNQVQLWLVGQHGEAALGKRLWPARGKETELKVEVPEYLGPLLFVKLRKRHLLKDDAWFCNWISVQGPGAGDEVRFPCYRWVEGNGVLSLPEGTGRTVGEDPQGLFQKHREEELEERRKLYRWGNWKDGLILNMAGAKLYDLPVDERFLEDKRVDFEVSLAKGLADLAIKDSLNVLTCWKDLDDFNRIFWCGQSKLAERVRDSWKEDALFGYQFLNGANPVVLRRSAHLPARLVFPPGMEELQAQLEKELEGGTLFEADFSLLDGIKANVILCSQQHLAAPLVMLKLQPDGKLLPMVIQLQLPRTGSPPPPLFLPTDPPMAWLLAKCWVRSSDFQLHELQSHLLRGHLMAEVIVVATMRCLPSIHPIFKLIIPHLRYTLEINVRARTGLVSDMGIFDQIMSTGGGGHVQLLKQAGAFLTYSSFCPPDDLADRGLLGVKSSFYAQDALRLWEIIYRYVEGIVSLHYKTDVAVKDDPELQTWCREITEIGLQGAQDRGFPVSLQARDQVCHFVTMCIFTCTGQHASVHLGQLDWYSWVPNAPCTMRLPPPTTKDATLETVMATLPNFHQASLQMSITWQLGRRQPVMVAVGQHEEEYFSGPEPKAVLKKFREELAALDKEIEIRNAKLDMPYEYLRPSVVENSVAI
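Readout: Fe(III)-xylenol orange absorbance, 573-to-405 nm ratio as reaction progress. Enzyme 40 nM purified human 15hLO-1, substrate 50 uM arachidonic acid, 6 min RT after 15 min compound preincubation; Hepes pH 7.5 buffer with Triton X-100.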
DNA Pol III inh: inhibitors of bacterial DNA polymerase III holoenzyme. reconstituted DNA polymerase III holoenzyme replication, biochemical. Potency, µM (doses to about 57.1 µM), inactives show at the top dose activity change, negative = inhibition. 71,000 compounds, 0.25% hits. AID 603; also: potency is read from the fitted curve at half-maximal effect; % is scaled to controls: 0 for no effect and ±100 for the full control effect
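Reconstituted *E. coli* holoenzyme (0.35 nM Pol III, 1 nM beta, 154 nM SSB, 2 nM primase) was preincubated with compound for 15 min at RT. Synthesis on 1.4 nM ssM13Gori ran 35 min, then was stopped with PicoGreen/EDTA and read as dsDNA fluorescence.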
BRCT PPI red: inhibitors of human BRCA1 BRCT-phosphoprotein interaction (red fluorophore); BRCT-phosphopeptide binding, red fluorescence polarization; Potency, µM (series often up to 76.9 µM), without a hit: top-dose activity change, negative = inhibition, actives largely listed as inhibitors; 75,000 compounds, 0.03% hits; also: % is scaled to controls: 0 for no effect and ±100 for the full control effect
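Rhodamine-labelled pBACH1 10-mer (100 nM) bound to BRCT domain (100 nM) at pH 7.3; compounds incubated 12 min room temperature, polarization read. Free peptide defines full inhibition; unlabelled decapeptide titrated as control.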
UbGFP stabilizer: inhibits proteasome, raising ubiquitin-GFP reporter fluorescence. Ubiquitin-GFP reporter cells, proteasome inhibition, GFP fluorescence; response scale: untreated = 0%, 10 µM MG-132 = 100%. Potency, µM (top dose mostly 45.9 µM), inactives show at the highest dose activation (GFP accumulation), actives largely listed as activators. 67,000 tested, under 10 active; active = well fitted activation curve with a large enough effect, not every such curve was filed as active; inconclusive = small, poorly fitted or top-dose-only effect, or another doubt; inactive = no such curve, though single readings can be large or run the other way; also: potency is read from the fitted curve at half-maximal effect
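U2OS cells expressing ubiquitin(G76V)-GFP, seeded overnight in 0.5% FBS medium, then treated 4 hr at 37 C across 46 uM to 2.9 nM. GFP-positive cells counted by laser cytometry (488 ex/515 em); %activity scaled between basal and 10 uM MG-132.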
HBB splicing: alters splicing of the hemoglobin beta chain; Potency, µM (top dose mostly 46.1 µM), inactives show at the highest dose activation, usual class: activators; AID 925; HBB splicing reporter cell assay, activation; EGFP reporter with mutant IVS2-654 intron; response scale: normalised to 500 nM splice-correcting PNA; 65,000 compounds, 0.06% hits; also: potency is read from the fitted curve at half-maximal effect; 0% is about no effect
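Compounds were applied for 2 days to HeLa EGFP-654 cells, 500/well in Optimem with 2% FCS. The reporter's EGFP is disrupted by mis-splicing of beta-globin intron IVS2-654. Readout: summed well GFP fluorescence from 488 nm laser scanning; reference was 500 nM antisense […] 654 PNA.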
4-MU autofl: compound fluoresces in the 4-MU spectral region; compound autofluorescence, 340/450 nm, 4-MU equivalents; active compounds read high; max dye-equivalent concentration, M; 59,000 compounds, 11% hits; in the data active = max dye-equivalent concentration above about 10 nM; inconclusive = mostly about 1.1 nM to 9.6 nM
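Compounds in 100 mM Tris, pH 8.0, sat 15 min at room temperature before fluorescence was read at 340 nm excitation/450 nm emission; a per-plate six-point 4-MU standard curve converted signals to dye-equivalent concentration at each compound concentration.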
BRCT PPI green: BRCA1 BRCT-phosphoprotein interaction inhibition; BRCA1 BRCT-phosphopeptide binding, green fluorescence polarization; P38398; 75,000 compounds, 0.05% hits; Potency, µM (doses to about 76.9 µM), without a hit: at the top dose activity change, negative = inhibition, actives largely listed as inhibitors;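 also: potency is read from the fitted curve at half-maximal effect; plate controls were peptide without protein for full effect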
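Compounds were incubated for 12 min at room temperature with a complex of 100 nM fluorescein-tagged pBACH1 decapeptide and 250 nM His-tagged BRCT protein. Buffer was phosphate pH 7.3 with EDTA, DTT and Tween 20. Disruption of binding lowers the polarization signal.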
A350 fluor: A350 region autofluorescence. Compound autofluorescence, 340/450 nm, Alexa 350 dye-equivalents; active compounds read high. max dye-equivalent concentration, M. 59,000 compounds, 11% hits. AID 590; in the data active = max dye-equivalent concentration above about 10 nM; inconclusive = mostly about 1.1 nM to 9.6 nM
CRE-bla Fsk: alters forskolin-stimulated CRE reporter signaling in CHO cells; AID 662; 71,000 compounds, 2.5% hits; CHO CRE-bla reporter (cAMP response element driving beta-lactamase), forskolin EC10, beta-lactamase ratio; Potency, µM (highest dose often 38.2 µM), inactives show top-dose activity change, negative = inhibition, actives largely listed as activators; active = well fitted activation curve with a large enough effect in the signal ratio, with a control signal flat, not every such curve was filed as active; inconclusive = small, poorly fitted or top-dose-only effect, or effect the other way, or a change in a side signal; the % refers to the signal ratio; also: potency is read from the fitted curve at half-maximal effect; % of control where 0% means no effect
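CRE-bla CHO reporter cells treated with compound titration plus EC10 NKH 477 (water-soluble forskolin), incubated 3 h at 37 °C; CCF4 loading 2 h at room temperature, 460/530 nm emission ratio read, AC50 values derived for positive or negative modulators.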
Epigenetic mod: epigenetic GFP locus derepression in mouse cells. Potency, µM (doses to about 46.1 µM), without a hit: at the top dose GFP derepression (activation). mouse C127i GFP locus derepression, cytometry, 30 h. AID 597. 68,000 compounds, 0.09% hits; also: % of control where 0% means no effect
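Murine C127i mammary cells carrying a silenced, stably integrated CMV-driven GFP reporter were treated with compound for 30 hours at 37 C. After PBS washes, GFP-positive cells were counted by laser-scanning microplate cytometry.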
Hsp90 Hop PPI: changes Hsp90-Hop TPR2A binding signal, up or down; AlphaScreen TPR2A-His6 binding biotin-Hsp90 C-terminal peptide; Potency, µM (highest dose often 57 µM), inactives show top-dose activity change, negative = inhibition; 71,000 compounds, 0.44% hits; active = well fitted curve in either direction with a large enough effect; inconclusive = small, poorly fitted or top-dose-only effect, or another doubt; also: potency is read from the fitted curve at half-maximal effect; % is scaled to controls: 0 for no effect and ±100 for the full control effect; many of its hits are not listed in these tables
Numbers without * were called inactive; i = inactive; ? = inconclusive; / = not tested or not shown; & = joins results of further samples; [ ] = another dose, or the depositor's remark. Unless noted, calls follow the shape of the dose curve; as a rule, active = well fitted curve in the direction sought with a large enough effect; inconclusive = small, poorly fitted or top-dose-only effect, or another doubt; inactive = no such curve, though single readings can be large; an effect the other way counts as inactive or inconclusive.

SMILES | ALOX15 inhib | DNA Pol III inh | BRCT PPI red | UbGFP stabilizer | HBB splicing | 4-MU autofl | BRCT PPI green | A350 fluor | CRE-bla Fsk | Epigenetic mod | Hsp90 Hop PPI
Cc1ccc(-n2nnnc2SCC(=O)Nc2c(C)n(C)n(-c3ccccc3)c2=O)cc1 | 9% | -1% | 0.0% | 10% | -0.8% | i | 0.3% | i | ? | 0% | -2%
Clc1cccc(Nc2c3c(nc4ncnn24)CCC3)c1 | 6% | -4% | -4.3% | -3% | / | i | -1.7% | i | ? | -2% | 1%
COc1ccc(Nc2nc(OC)nc(N3CCN(c4ccc(OC)cc4)CC3)n2)cc1 | 0% | 0% | -0.8% | -9% | 1.7% | / | -4.0% | / | 18% | 2% | -18%
C=C(C)CSc1nnc([C@H](CCSC)NC(=O)OC(C)(C)C)o1 | -15% | -4% | -1.3% | 2% | -0.8%[57.5 µM] | ? | -1.2% | ? | 13% | 0% | 0%
COc1ccc(-c2nc3c(n2O)CCCC3=O)cc1OC | 10% | 1% | 1.6% | -2% | 9.6%[0.369 µM] | 1.2e-08M* | -1.2% | 1.5e-08M* | -4% | 0% | -4%
CCOc1ccc2[nH]c(=O)c(C(c3nnnn3C3CCCCC3)N3CCN(C)CC3)cc2c1 (configuration not stated) | 16% | -4% | 1.1% | -5% | -0.5%[57.5 µM] | 6.5e-07M* | -1.2% | 6.3e-07M* | 6% | 2% | 1%
O=C(O)c1cccc(COc2ccc(CO)cc2Cl)c1 | 10% | -7% | -0.1% | -5% | -0.2% | i | 0.2% | i | -14% | 6% | -2%
Cc1ccc(C2C3=C(CC(C)(C)CC3=O)N(CCN3CCOCC3)C3=C2C(=O)CC(C)(C)C3)cc1 | -5% | -4% | 0.7% | 6% | -1.9% | 2.4e-06M* | 0.8% | 2.4e-06M* | ? | 1% | 2%
CC(C)NC(=O)c1c(O)c2ccccc2[nH]c1=O | 11% | -3% | -1.1% | / | 1.2%[0.369 µM] | i | -1.8% | i | 7% | 0% | 0%
C/C(=C\C(=O)c1cccnc1)Nc1ccc(C)c(C)c1 | -5% | 2% | 0.9% | -9% | -3.8% | / | -0.9% | / | 14% | ? | -16%
O=C(Nc1ccc2c(c1)OCO2)C1CCN(S(=O)(=O)Cc2ccccc2)CC1 | -12% | -5% | 0.4% | -7% | -7.7% | i | -3.6% | i | -15% | 0% | -1%
CCCS(=O)(=O)N1CCCC(C(=O)N2CCN(c3ccccn3)CC2)C1 (configuration not stated) | -10% | -5% | 1.0% | 8% | 0.8% | i | -1.5% | i | 0% | 2% | -2%
Clc1ccc2c(c1)N(CCCN1CCCC13CCCCC3)c1ccccc1S2 | 9%[11.4 µM] | -4%[11.4 µM] | -0.2%[15.4 µM] | -9%[9.17 µM] | -0.8%[9.22 µM] | i | -1.7%[15.4 µM] | i | -9%[7.6 µM] | 3%[9.22 µM] | -6%[11 µM]
CCOC(=O)c1ccc(CNS(=O)(=O)c2c(C)ccc3nsnc23)o1 | 12% | -3% | 1.9% | -1% | -1.6% | i | 0.0% | i | -2% | 10% | -3%
CC(=O)N1CCN(c2ccc(NCc3cccs3)cc2)CC1 | 13µM* | -4% | -0.6% | 1% | 0.1% | i | -0.3% | i | 7% | -2% | -8%

ALOX15 inhib, hit marks shown above
molecule | ALOX15 inhib | DNA Pol III inh | BRCT PPI red | 4-MU autofl | BRCT PPI green | A350 fluor | CRE-bla Fsk | Epigenetic mod | Hsp90 Hop PPI
CC(=O)N1CCN(c2ccc(NCc3cccs3)cc2)CC1 | 13µM* | -4% | -0.6% | i | -0.3% | i | 7% | -2% | -8%

(more compounds)
SMILES | ALOX15 inhib | DNA Pol III inh | BRCT PPI red | UbGFP stabilizer | HBB splicing | 4-MU autofl | BRCT PPI green | A350 fluor | CRE-bla Fsk | Epigenetic mod | Hsp90 Hop PPI
C=CCn1c(-c2cc(OC)c(OC)c(OC)c2)n[nH]c1=S | -7% | -5% | 0.0% | 1% | -0.2% | i | -0.6% | i | ? | 3% | -1%
CCCc1cc(=O)n2[nH]c(Cc3ccccc3)nc2n1 | 0% | -3% | -2.1% | 0% | 0.4% | i | -2.0% | ? | -1% | 0% | 3%
Nc1nonc1C(=O)NC(c1ccccc1)c1ccccc1 | 2% | -8% | -3.4% | 1% | -1.3% | i | -2.5% | i | -7% | 0% | 4%
CCOCCOC(=O)C1=C(C)N(C)C(=O)NC1c1cc(Cl)c(O)c(OC)c1 (configuration not stated) | 6% | 4% | 1.0% | 6% | -1.5% | i | 0.7% | i | 3% | 0% | -7%
CCC(C(=O)Nc1nc(C)cs1)c1ccccc1 (configuration not stated) | -2% | 0% | -0.6% | -4% | 0.0% | i | -1.9% | i | -1% | 3% | -4%
CN(C)Cc1c(O)ccc2occ(C(O)c3ccccc3)c12 (configuration not stated) | -16% | -7% | -0.4% | 7% | -0.8% | / | -1.3% | / | -5% | 2% | -4%
C=CCn1c(Cc2csc(N)n2)nnc1SCC(=O)OCC | 12% | -3% | -1.4% | 7% | 9.0% | i | -2.8% | i | 3% | 6% | ?
CCOC(=O)c1c(NC(=O)CCC(=O)NCc2ccco2)sc2c1CCCC2 | -5% | -4% | -2.8% | 1% | / | i | -0.7% | i | ? | 0% | -4%
O=c1c2cccnc2[nH]c(=S)n1CCC1=CCCCC1 | 2% | -5% | 0.8% | -7% | 0.6% | i | -3.3% | i | ? | -1% | -4%
S=C(c1ccc(N2CCOCC2)cc1)N1CCOCC1 | ? | 4% | -1.3% | 11% | 0.1% | i | -0.7% | i | 3% | 2% | -2%
COC(=O)Cc1cc(=O)n(-c2nc3ccccc3s2)[nH]1 | 54%[activator] | -13% | -3.5% | -3% | 2.2% | i | -3.7% | i | ? | -3% | -7%
O=C(c1cccc(F)c1)N1CCC[C@@]2(CCN(Cc3nccs3)C2)C1 | -4% | -5% | -0.1% | -8% | 0.2% | i | -2.2% | i | -3% | 2%[9.22 µM] | 1%
COc1cc(NC(=O)C2CCCN2C(=O)OCc2ccccc2)cc(OC)c1 (configuration not stated) | 5% | 4% | 0.4% | 7% | -1.2% | i | -0.6% | i | -3% | -4% | -1%
O=c1[nH]c2cc(Cl)c(Cl)cc2[nH]c1=O | 0%&-4% | -10% | 0.6%&1.6% | -2% | -0.3% | ? | 1.2%[3.08 µM] | ? | -13% | -2% | -3%
O=C(CSc1nnc(-c2cccs2)n1-c1ccccc1)N1CCCC1 | -20% | 2% | -3.1% | -3% | 0.4% | i | 1.9% | i | 7% | 0% | -2%
CCOc1ccc(-n2c(-c3ccco3)n[nH]c2=S)cc1 | 32µM* | -2% | -0.4% | / | -0.3%[0.369 µM] | i | 0.5% | ? | -13% | 6% | -2%
O=C1NC(=O)C(CC(=O)N(Cc2ccco2)C2(C(=O)NC3CCCC3)CCCCC2)N1 (configuration not stated) | 3% | 1% | -0.4% | 7% | 0.3% | i | -1.4% | i | 8% | 0% | -5%
O=C(Nc1nnc(CCN2CCCCC2)s1)C1CCCCC1 | -12% | 4% | -0.5% | 3% | -0.5% | i | 1.1% | i | 4% | 3% | 3%
O=C(Nc1cc(C(=O)Nc2ccc(S(=O)(=O)O)cc2S(=O)(=O)O)cc(C(=O)Nc2ccc(S(=O)(=O)O)cc2S(=O)(=O)O)c1)Nc1cc(C(=O)Nc2ccc(S(=O)(=O)O)cc2S(=O)(=O)O)cc(C(=O)Nc2ccc(S(=O)(=O)O)cc2S(=O)(=O)O)c1 | -4%[25.6 µM] | 4µM* | 48%&43%[activator] | -1%&0% | 1.8% | 1.1e-07M* | -3.1%&-6.7% | 1.3e-07M* | -5%&-9% | -1%&0% | ?
Cn1c(=S)c2[nH]c(SCc3cccnc3)nc2n(C)c1=O | ? | 2%[11.4 µM] | 1.6%[15.4 µM] | -3%[9.17 µM] | 3.5%[9.22 µM] | ? | -2.0%[15.4 µM] | ? | 4%[7.6 µM] | 0%[9.22 µM] | -1%[11 µM]
CCC1(c2ccccc2)NC(=O)N(CC(=O)Nc2ccc3c(c2)OCO3)C1=O (configuration not stated) | -18% | 2% | 1.5% | -1% | -1.3% | i | -0.8% | i | ? | 5% | -3%
O=C(Cn1cnc2c(nnn2-c2ccccc2)c1=O)N1CCC(Cc2ccccc2)CC1 | 3% | 1% | -3.0% | -8% | -0.9% | / | -0.8% | / | -4% | / | 1%

High-throughput results as filed in PubChem BioAssay.
